Menin-MLL TR inh: menin-MLL binding inhibition, Texas Red mutant peptide. actives 0.23% (n = 270,000). AID 1768. O00255. Menin + Texas Red MLL mutant peptide, fluorescence polarization. Potency, µM (series often up to 61.6 µM), without a hit: top-dose FP activity change, negative = inhibition, actives largely listed as inhibitors; active = well fitted inhibition curve with a large enough effect in the polarisation, with a control signal flat, not every such curve was filed as active; inconclusive = small, poorly fitted or top-dose-only effect, or effect the other way, or a change in a side signal; inactive = no such curve, though single readings can be large or run the other way; the % refers to the polarisation; note: potency is the fitted concentration of half-maximal effect; % of control where 0% means no effect; many of its hits are not listed in these tables
hERG WT inh: KCNH2 (human, wildtype) channel inhibition | Q12809 | U2OS, BacMam KCNH2, thallium flux FluxOr; hits give low values | activity change, % at 1.84 µM | actives 0.37% (n = 340,000) | AID 720551;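 active = maximum activity change below -70%; inconclusive = maximum activity change between -70% and -50%; inactive = maximum activity change above -50%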; note: % is set by controls: 0 for no effect and ±100 for the full control effect
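U2OS cells transduced with wild-type KCNH2 virus are loaded with FluxOr dye for 45 min, and thallium flux is measured in kinetic reads before and after stimulation buffer. Rate constants are normalized to DMSO controls.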
KCNH2 3.1 block: inhibitors of human KCNH2 3.1 potassium channel isoform; U2OS KCNH2 3.1, thallium flux FluxOr; hits give low values; activity change, % (tested at about 1.8 µM); actives 0.95% (n = 340,000); AID 720553;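 active = maximum activity change below -70%; inconclusive = maximum activity change from -70% to -50%; inactive = maximum activity change above -50%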;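 note: thallium influx rate constant from kinetic fluorescence after stimulation buffer; % is set by controls: 0 for no effect and ±100 for the full control effect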
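Thallium flux via FluxOr fluorescence (Red40 quencher, 45 min loading) in U2OS cells virally expressing the KCNH2 3.1 isoform (1.77 x 10^8 /mL virus, overnight at 37 C). Rate constants from 2-min kinetic reads post-stimulation, normalised to positive and negative controls.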
MLL CXXC-DNA inh: MLL CXXC-DNA interaction inhibition | Q03164 | Potency, µM (doses to about 115 µM), for inactives: at the highest dose activity change, negative = inhibition, most hits filed as inhibitors | AID 2662 | actives 0.037% (n = 290,000) | MLL-CXXC / FITC-HOXA9 DNA fluorescence polarization; active = well fitted inhibition curve with a large enough effect in the polarisation, with a control signal flat, not every such curve was filed as active; inconclusive = small, poorly fitted or top-dose-only effect, or effect the other way, or a change in a side signal; inactive = no such curve, though single readings can be large or run the other way; the % refers to the polarisation; note: potency is the fitted concentration of half-maximal effect
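Purified MLL-CXXC (added from a 7 uM solution) was preincubated 5 min at ambient with pinned compounds in 50 mM Tris-HCl pH 7.5, 50 mM NaCl, 1 mM DTT, 0.05% BSA. Fluorescein-labeled HOX-A9 DNA (50 nM solution) followed, 30 min, then polarization read.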
FBPA coupling cs: inhibits coupling enzyme system, counter-screen for aldolase hits; activity change, negative = inhibition, % at 58.2 µM, hits read low; AID 2472; coupling enzyme system counterscreen, AmpLite Red fluorescence; actives 0.67% (n = 290,000); in the data active = activity change below about -30%; note: % is set by controls: 0 for no effect and ±100 for the full control effect
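Fluorescence at 525 nm excitation and 598 nm emission measured inhibition of the coupled detection system without aldolase. Compounds (at 57.5 uM final) were preincubated 10 min at room temperature with coupling enzyme reagent before a 20 min substrate/AmpLite Red step.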
GALK inh: inhibitors of human galactokinase. AID 1868. Potency, µM (doses to about 57.5 µM), for inactives: at the top dose activity change, negative = inhibition, hits mostly inhibitors. actives 0.007% (n = 270,000). P51570. Purified GALK, Kinase-Glo residual ATP luminescence; note: potency is the fitted concentration of half-maximal effect; % is set by controls: 0 for no effect and ±100 for the full control effect
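Luminescence from leftover ATP (Ultra-Glo luciferase/luciferin) served as read-out after a 1 h room-temperature reaction of 5 nM GALK with 35 uM ATP and 100 uM galactose.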
B2AR arrestin: beta2AR (human) beta-arrestin recruitment activity; P07550; beta-arrestin recruitment to beta2AR, cell-based reporter; Potency, µM (highest dose often 46.1 µM), for inactives: top-dose activation, usual class: activators; actives 0.02% (n = 330,000); AID 492947;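 note: potency is the fitted concentration of half-maximal effect; 0% = DMSO controls and full agonism = EC100 isoproterenol or metaproterenol; nearly all actives have a fitted effect of over 65% in size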
TRPV1 agonist: activates the human vanilloid receptor TRPV1; Q8NER1; activation, % at 8.33 µM; AID 540275; actives 0.19% (n = 320,000); TRPV1-expressing cells, Fluo-8 calcium influx, agonist mode; in the data active = activation above about 80%; inconclusive = between about 30% and that limit; note: 0% is about no effect
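TRPV1-expressing cells were cultured overnight at 35.5C and loaded with Fluo-8 calcium dye for 40 to 90 min at room temperature. After a 10 s baseline, compound was added and calcium influx was read kinetically for 3 min (ex 480/em 520 nm).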
USP2a inh: inhibitors of human ubiquitin-specific protease USP2a; actives 0.01% (n = 330,000); Potency, µM (doses to about 38.3 µM), inactives show at the top dose activity change, negative = inhibition, actives largely listed as inhibitors; O75604; USP2 core, Ub-CHOP2 coupled fluorogenic reporter, 485/531; AID 463254;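 note: potency is the fitted concentration of half-maximal effect; plate controls were DMSO wells for no effect and full inhibition by NEM control for full effect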
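USP2 core (10nM final) preincubated 30min RT with compound in 20mM Tris-HCl pH 8.0, 2mM CaCl2, 2mM beta-mercaptoethanol, 0.05% CHAPS; 25nM Ub-CHOP2 plus 25nM reporter substrate added, fluorescence (Ex485/Em531) read after 60min.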
Giardia kill: kills Giardia lamblia | Giardia lamblia trophozoite viability | activity change, % at 7.66 µM, hits read low | actives 0.15% (n = 340,000); in the data active = activity change below about -80%; inconclusive = between about -30% and that limit;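 note: parasites exposed to compound for two days anaerobically before the ATP read; % is set by controls: 0 for no effect and ±100 for the full control effect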
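Killing of trophozoites was scored by loss of ATP luminescence after a 48 hrs anaerobic exposure to compounds at 37 deg C, using 100 cells per well.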
PKM2 activator: increases activity of human pyruvate kinase M2; P14618; purified PKM2, Kinase-Glo ATP luminescence, activation; response scale: 0% is enzyme alone, no compound; Potency, µM (titrated, usually from 57.5 µM), without a hit: at the highest dose activation, usual class: activators; actives 0.34% (n = 260,000); note: potency is the fitted concentration of half-maximal effect; % is set by controls: 0 for no effect and ±100 for the full control effect; nearly all actives have a fitted effect of over 55% in size
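ATP formation by purified human PK-M2, quantified via coupled luciferase luminescence after 1 h at room temperature with 0.1 mM ADP and 0.5 mM PEP final.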
An asterisk follows results filed as active; ? = inconclusive; nt = not tested or not shown; [ ] = dose if it differs, or a comment. Unless noted, calls come from the whole dose curve; as a rule, active = well fitted curve in the direction sought with a large enough effect; inconclusive = small, poorly fitted or top-dose-only effect, or another doubt; inactive = no such curve, though single readings can be large; an effect the other way counts as inactive or inconclusive. The list is partial; count on the stated rates, not on these rows.

SMILES	Menin-MLL TR inh	hERG WT inh	KCNH2 3.1 block	MLL CXXC-DNA inh	FBPA coupling cs	GALK inh	B2AR arrestin	TRPV1 agonist	USP2a inh	Giardia kill	PKM2 activator
C/C(=N\N(C)C)C1=C(O)c2ccccc2C1=O	-6.6%	0.7	-1.1	-0.3%	0.0	1.2%	-0.3%	0.0	1.9%	0.8	-5.8%
COc1ccc(C2C3=C(CC(C)(C)CC3=O)Oc3ncn(Cc4ccccc4)c(=N)c32)cc1 (stereo not given)	?	17.6	-2.0	-1.6%	-0.1	-0.2%	0.0%	27.8	1.9%	-3.5	-8.0%
CCn1nc(C)c(CN2CCC(Oc3ccc(C(=O)N4CCCC4)cc3)CC2)c1C	-13.5%	1.6	23.0	8.4%	1.2	0.8%	0.4%	-2.8	2.1%	-12.8	nt
COc1ccc(Cn2c(=O)[nH]c3cc(C(=O)N4CCN(c5ccccc5F)CC4)ccc3c2=O)cc1	-1.8%	1.5	-10.7	3.2%	0.9	-4.3%	0.0%	4.7	0.2%	11.5	nt
CCOc1cccc(=O)c2c(C)n(-c3ccc(C(=O)O)cc3)c(C)c12	-6.7%	14.4	-0.7	15.1%	-8.2	0.3%	-0.5%	0.5	6.0%	-13.2	6.3%
Cc1cc(S(=O)(=O)N2CCN(c3ccccn3)CC2)ccc1F	-6.6%	6.5	2.5	-23.9%	-4.8	2.8%	2.6%	29.6	-4.8%	7.4	25.3%
CCOc1ccc(NC(=S)NC(=O)/C=C/c2ccc(C)cc2)c([N+](=O)[O-])c1	?	-24.6	-19.0	2.1%	-3.4	-1.6%	0.9%	-6.6	1.4%	11.3	-3.7%
COc1ccc(C(=O)Nc2nnc(Cc3cccs3)s2)cc1OC	-15.7%	2.3	-14.5	-3.3%	-0.3	-1.9%	-2.1%	1.2	-9.4%	-18.3	9.2%
O=C(NCc1ccccc1)C1=C[C@@H](c2ccc(Br)cc2)C[C@@H](OCc2ccc(CO)cc2)O1	18.4%	7.5	-49.3	5.3%	-2.3	-0.2%	0.3%	2.4	9.3%	-16.1	-1.3%
O=C(CCS(=O)(=O)c1ccccc1)Nc1nc2c(s1)COc1ccccc1-2	8.4%[11.7 µM]	-9.7	1.1	8.2%	0.3	1.6%	-0.1%	nt	0.4%	-4.1	-6.7%
Cc1c(NC(=S)NC(=O)C(C)(C)C)cccc1[N+](=O)[O-]	5.1%	-0.3	-11.8	8.8%	2.3	2.4%	2.9%	?	-1.9%	-0.8	-6.5%
CC(=O)Nc1cccc(OCCCNS(=O)(=O)c2ccc(F)cc2)c1	nt	0.0	8.7	-2.2%	-1.2	nt	-0.5%	2.2	0.9%	-3.3	-0.2%
CC(Cc1c[nH]c2ccccc12)C(=O)NCc1ccco1 (stereo not given)	0.9%	-14.8	-1.9	8.5%	-2.9	-1.7%	0.0%	-1.7	-3.5%	-10.3	nt
CCOC(=O)Nc1cc(NC(=O)OCC)c(C)nc1C	nt	-33.1	20.7	4.2%	5.2	5.5%	0.2%	nt	-1.5%	0.7	7.3%
S=c1nc[nH]c2c1cnn2Cc1ccccc1	2.0%	-6.4	-0.7	-12.4%	0.2	1.7%	0.3%	-3.3	-0.2%	12.5	0.8%
CCO[C@H]1OC(C(=O)NCc2nc3ccccc3[nH]2)=C[C@@H](C2CCCCC2)[C@@H]1CCCO	0.7%	-3.9	-11.2	-10.5%	2.1	4.7%	-0.8%	17.8	2.7%	-15.4	-1.7%
O=C(NCc1cn(-c2ccccc2)nc1-c1ccccc1)c1ccc([N+](=O)[O-])cc1	?	-2.8	-26.1	-0.2%	-3.0	0.0%	1.6%	?	-1.0%	-12.4	-1.6%
CCCC(=O)NC(Nc1ccc(S(=O)(=O)Nc2cc(C)on2)cc1)(C(=O)OCC)C(F)(F)F (stereo not given)	2.1%	-8.2	-7.5	7.9%	2.8	-1.8%	-0.2%	2.7	-0.5%	30.1[activator]	-1.1%
O=C(c1ccco1)N1CCN(Cc2nc(-c3cccs3)no2)CC1	-18.2%	2.3	13.8	-3.3%	0.9	3.1%	-0.9%	0.8	1.3%	10.1	-13.4%
Cc1cc(NC(=O)CN2CCOCC2)n(-c2ccccc2)n1	nt	-1.7	3.3	-5.2%	4.7	6.4%	0.6%	0.5	2.8%	2.4	-5.5%
CCOc1ccc2nc(SCC(=O)NCc3ccccc3OC)[nH]c2c1	0.3%	1.5	11.4	8.0%	-3.4	-5.1%	-0.9%	12.9	0.8%	15.1	7.0%
O=C(COC(=O)c1ccc(O)cc1)NCC1COc2ccccc2O1 (stereo not given)	nt	-6.7	3.5	nt	nt	nt	0.2%	2.6	-8.6%	-7.5	nt
CC1CCc2c(C(=O)N3CCN(S(=O)(=O)c4cccs4)CC3)csc2C1 (stereo not given)	-1.5%	-18.5	15.2	-1.2%	3.4	0.5%	0.1%	29.4	-0.2%	-13.1	26.4%
Cc1ccc(Nc2ccc(NCc3ccccc3)nn2)cc1C	-4.9%	29.4	-36.3	17.5%	-0.3	3.2%	-0.5%	0.4	-0.8%	8.2	-1.1%
C=CCn1c(SCC(=O)NCCc2ccccc2)nc2c([nH]c3ccccc32)c1=O	nt	3.7	nt	27.1%	nt	1.0%	-0.3%	2.3	1.5%	1.8	-4.9%
Cc1ccc(N2C(=O)Nc3cc(Cl)c(Cl)cc3N2O)cc1Cl	?	-1.8	-9.7	4.1%	-2.9	-7.2%	-0.4%	-0.3	0.6%	20.8	-1.2%
Cc1nc2sc(C(c3ccc(Cl)cc3)N3CCN(CCO)CC3)c(O)n2n1 (stereo not given)	nt	-6.4	9.6	-8.9%	2.0	1.5%	-0.1%	-3.8	3.9%	-15.3	-4.9%
Cc1ccc(N2CCN(C(=O)N3CCOCC3)CC2)cc1C	-2.9%	-34.1	0.7	-12.2%	3.5	7.9%	0.0%	13.1	1.3%	-1.0	-0.5%
Cc1cc(C(=O)NCC2CCCO2)n(-c2ccccc2)n1 (stereo not given)	-3.7%[11.7 µM]	-10.3	10.6	2.0%	4.5	-0.7%	0.2%	nt	3.0%	-19.7	-1.0%
COc1cc(C=O)ccc1OCCOc1ccccc1[N+](=O)[O-]	3.4%	-2.6	5.6	1.8%	-0.8	5.7%	0.3%	-2.4	-4.9%	-16.5	0.1%
CCOc1ccc(NC(=O)CN(C)C(=O)CCN2C(=O)C3CC=CCC3C2=O)cc1OCC (stereo not given)	nt	-18.8	8.0	nt	nt	nt	-1.0%	0.3	2.7%	-8.4	nt
O=c1c2ccccc2nc2n1C(CSCc1ccc(Cl)cc1)CS2 (stereo not given)	-26.1%	-7.0	-13.0	-3.6%	-3.8	-0.5%	0.1%	5.2	0.5%	0.7	-1.3%
CCC(C)NC(=O)C1CCC(CNS(=O)(=O)c2ccc3c(c2)CC(C)N3C(=O)C2CC2)CC1 (stereo not given)	nt	4.8	?	17.5%	nt	1.1%	0.5%	2.0	2.4%	-16.0	nt
O=C(N/N=C/c1cccc(O)c1)c1cc(C2CC2)nc2ccccc12	14.0%	-1.3	10.0	8.7%	2.4	0.6%	0.5%	?	-1.9%	-5.2	nt
Cc1ccc(S(=O)(=O)N2CCC(=O)N(CCOC(=O)Nc3ccccc3C)CC2)cc1	-9.3%	7.6	11.5	-2.4%	2.6	nt	-0.7%	1.5	-1.1%	5.1	4.8%
CCOC(=O)Cn1c(=O)n(CC(=O)OCC)c2ccccc21	-2.5%	-0.5	0.4	-4.6%	-1.3	0.5%	-1.0%	26.9	0.2%	5.1	-5.3%
CC(OC(=O)CN(C)S(=O)(=O)c1ccc(Cl)cc1)C(=O)Nc1ccc(N2CCOCC2)cc1 (stereo not given)	-5.9%	-0.4	-16.9	5.6%	0.1	3.0%	0.0%	4.2	?	13.2	5.4%
S=c1[nH]nc(-c2cc(-c3ccco3)[nH]n2)n1-c1ccccc1Cl	14.7%	-4.7	-4.2	-16.3%	-4.2	-5.7%	-1.0%	-6.2	1.1%	-0.7	12.3%
O=C(COC(=O)c1cccc(C(F)(F)F)c1)NC(=O)NC1CCCC1	nt	-6.3	-6.9	nt	nt	nt	0.0%	nt	1.5%	-27.1	nt
N#Cc1ccccc1OCC(=O)OCC(=O)NC1CCS(=O)(=O)C1 (stereo not given)	nt	-0.3	9.4	nt	nt	nt	0.2%	1.3	0.6%	3.0	nt

High-throughput results (PubChem BioAssay)
